High-throughput results: PubChem BioAssay, Broad Institute
PGC1a acetyl inh – inhibitors of PGC1a acetylation signal, primary screen, cell-based, U2OS, AlphaScreen, inhibitor mode. AlphaScreen anti-acetyl-lysine; with virally co-expressed GCN5 acetyltransferase. inhibition, % at 15.6 µM. AID 651687, 2012. hit rate 0.17% among 350,000;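 active = every replicate shows inhibition of at least 40%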;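 also: 0% = neutral control wells and 100% = positive control wells; some results beyond the cut were filed as inactive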
LGR2 inh – inhibitors of bursicon-induced LGR2 CRE-luciferase signal, primary screen, cell-based, HEK293, CRE-luciferase reporter, bursicon stimulation; Drosophila bursicon receptor LGR2 (rickets); bursicon-stimulated, 4 h; inhibition, % at 9.99 µM; hit rate 0.35% among 380,000; AID 720647, 2013;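 active = drop in luminescence signal, shown as inhibition above about 50% in the replicate tests, limit read from the data, passing the limit was not always enough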;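 also: agonist challenge used bursicon conditioned medium at about half maximal strength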
SIRT5 block – SIRT5 desuccinylase inhibitors, primary screen, biochemical, fluorescence imaging, single point, set 5. NAD-dependent protein deacylase sirtuin-5, mitochondrial (Homo sapiens), Q9NXA8. inhibition, % at 15 µM. Purified SirT5, succinyl-peptide AMC, trypsin-coupled fluorescence. hit rate 1.1% among 330,000. AID 652115, 2013; in the data active = inhibition above about 15%
Cneo AK release – Cryptococcus neoformans cell lysis inducers, primary screen, AK release luminescence, single concentration. C. neoformans lysis, adenylate kinase release luminescence, 4 h; normalised: neutral wells 0, clomiphene wells 100. lysis activity, % at 15 µM. hit rate 0.2% among 360,000. AID 651654, 2012;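 active = mean lysis activity across replicates of at least 80%, whatever share of replicates individually reach that level; inactive = mean lysis activity below 80%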
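Schedule: static 4 h at 37 °C with compound, 1 h detection; system: C. neoformans cells; benchmarks: Clomiphene as positive control; buffer or medium: fresh YPD medium; measure: luminescence rise reflecting yeast cell lysis; measured by: luminescent adenylate kinase detection reagent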
S100A4 inh HTS – inhibitors of S100A4-myosin IIA peptide binding, primary screen, biochemical, fluorescence polarization, TAMRA-MyoIIA peptide; Protein S100-A4 (Homo sapiens), P26447; inhibition, % at 10.7 µM; hit rate 0.14% among 360,000;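 active = mean inhibition of at least 70% across replicates, with every replicate also reaching that level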
Target sequence (P26447 whole entry, looked up): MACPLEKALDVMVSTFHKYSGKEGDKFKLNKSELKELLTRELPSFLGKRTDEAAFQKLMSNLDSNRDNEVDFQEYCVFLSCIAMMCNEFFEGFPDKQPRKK
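Material: S100A4 monomer (human). Medium: Calcium-containing HEPES buffer, pH 7.2. Probe or stimulus: labelled myosin peptide probe, 5 nM. Compound dosing: one concentration per compound. Timing: polarization read 5 min after assay mix addition, stable 5–60 min. Benchmarks: DMSO as neutral control, TFP as positive control.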
ERAP1 HTS inh – human ERAP1 aminopeptidase inhibitors, primary screen, biochemical, single point, plate reader; Endoplasmic reticulum aminopeptidase 1 (Homo sapiens), Q9NZ08; inhibition, % at 10.7 µM; hit rate 0.15% among 340,000; recombinant ERAP1, Leu-AMC fluorescence, 60 min;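 active = mean replicate inhibition of at least 30%, or all replicates individually reaching that 30% level; inactive = mean below 30% and not every replicate reaching it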;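 also: 0% = neutral control wells and 100% = L-leucinethiol positive control wells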
Target sequence (Q9NZ08 whole entry, looked up): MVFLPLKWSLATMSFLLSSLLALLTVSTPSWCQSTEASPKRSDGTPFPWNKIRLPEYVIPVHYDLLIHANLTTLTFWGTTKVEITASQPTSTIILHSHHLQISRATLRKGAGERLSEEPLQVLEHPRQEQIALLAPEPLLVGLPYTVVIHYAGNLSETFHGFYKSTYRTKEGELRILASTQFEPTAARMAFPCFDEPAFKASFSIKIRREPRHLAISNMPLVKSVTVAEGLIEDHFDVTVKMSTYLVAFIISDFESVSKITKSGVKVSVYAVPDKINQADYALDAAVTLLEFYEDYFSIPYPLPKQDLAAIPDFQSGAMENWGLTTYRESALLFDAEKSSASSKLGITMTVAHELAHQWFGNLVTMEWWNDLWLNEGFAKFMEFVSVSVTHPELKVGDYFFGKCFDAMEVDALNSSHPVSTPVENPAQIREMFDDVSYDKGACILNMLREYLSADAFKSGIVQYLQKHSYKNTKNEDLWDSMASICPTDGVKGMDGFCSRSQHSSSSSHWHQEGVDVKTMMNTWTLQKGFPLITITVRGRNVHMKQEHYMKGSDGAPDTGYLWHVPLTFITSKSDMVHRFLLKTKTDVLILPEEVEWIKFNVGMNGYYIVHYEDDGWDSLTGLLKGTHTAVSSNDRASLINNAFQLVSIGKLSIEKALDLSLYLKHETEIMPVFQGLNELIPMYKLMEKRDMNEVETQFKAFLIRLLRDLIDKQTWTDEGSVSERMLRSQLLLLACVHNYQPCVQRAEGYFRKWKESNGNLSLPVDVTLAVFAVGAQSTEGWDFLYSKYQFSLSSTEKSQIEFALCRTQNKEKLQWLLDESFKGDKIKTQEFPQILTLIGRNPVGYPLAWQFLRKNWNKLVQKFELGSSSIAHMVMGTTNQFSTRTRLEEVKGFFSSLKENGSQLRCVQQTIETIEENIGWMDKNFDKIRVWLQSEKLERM
C2C12 statin – suppressors of statin myotoxicity in C2C12 myotubes, primary screen, cell-based, single point, plate reader; C2C12 myotubes + simvastatin, ATP luminescence, 48 h; scaled: DMSO 0, geranylgeraniol control 100; rescue of ATP level, % at 7.49 µM; hit rate 0.78% among 330,000; AID 602340, 2012;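 active = mean ATP rescue above about 67%, or every replicate alone reaching that limit, limit read from the data, passing the limit was not always enough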;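 also: myotubes were challenged with 10 µM simvastatin during compound exposure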
Xi reactivation – activators of inactive X chromosome reactivation, primary screen, imaging, XiGFP fibroblasts, GFP high-content imaging, set 2. activation, % at 7.58 µM. AID 743238, 2013. XiGFP mouse fibroblasts, % GFP-positive cells imaging, 3 d; cells co-treated with 5-aza-dC sensitizer; scaled so ellipticine positive control = 100%. hit rate 0.055% among 360,000;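 active = mean normalized replicate activation at least 10% and every replicate at or above 10%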;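 also: 0% = median of on-plate neutral control wells and 100% = ellipticine 6 µM median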
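Assay system – SV40-immortalized XiGFP fibroblast cells, line 68-5-11 · Buffer or medium – DMEM supplemented with 5-aza-dC as sensitizing agent · Dosing – one concentration, pinned · Benchmarks – positive control ellipticine, 6 µM final · Times – 3 days compound exposure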
Numbers without * were called inactive; . = no result given. Only part of the results is shown; count on the stated rates, not on these rows.

SMILES | PGC1a acetyl inh | LGR2 inh | SIRT5 block | Cneo AK release | S100A4 inh HTS | ERAP1 HTS inh | C2C12 statin | Xi reactivation
O=C(CC1NCCNC1=O)Nc1ccccc1 (configuration not stated) | . | -11 | -3 | . | -4 | 1 | . | 0.0
COCCn1c(SCC(=O)Nc2nc(C)cs2)nnc1C(C)C | -9 | 26 | -3 | 0 | 3 | -4 | 2 | 0.1
Cc1ccc(C(=O)NNC(=O)c2nn(-c3ccc(F)cc3)ccc2=O)cc1 | 12 | -2 | 3 | 0 | 3 | 6 | -1 | 0.1
CC(C)c1ccc(N2C(=NC(=O)C3CC3)SC3CS(=O)(=O)CC32)cc1 (configuration not stated) | 2 | -13 | -2 | 1 | -7 | -6 | -27 | 0.2
O=C(NCc1ccccc1Cl)C1CCC(CNc2nc(=S)[nH]c3ccccc23)CC1 (configuration not stated) | . | 7 | -3 | . | -2 | -1 | . | 0.3
C/C(=N\NC(=O)c1cc(-c2ccc(C)s2)[nH]n1)c1ccco1 | . | -31 | 1 | . | 0 | -1 | . | 0.0
CC1(C)Cc2c(cnn2-c2ccc(F)cc2)C(NC(=O)CCc2ccncc2)C1 (configuration not stated) | 0 | -7 | 0 | 1 | -6 | -4 | -12 | 0.0
CCN(CC)C(=O)Oc1nnc(SC(C)C)n1-c1ccc(Cl)cc1 | -9 | . | -3 | . | -4 | -1 | 1 | 0.2
Cc1c(C(=O)NCc2ccc(F)cc2)sc(=O)n1Cc1ccccc1 | . | 2 | . | 0 | 4 | . | 3 | -0.2
N#Cc1ccccc1NC(=O)c1ccc2c(c1)OCO2 | 1 | -26 | -3 | 0 | -8 | 3 | 0 | 0.6
CN(C)C(CNC(=O)CCc1nc2sc3c(c2c(=O)[nH]1)CCCC3)c1ccccc1 (configuration not stated) | . | 10 | 1 | -5 | -5 | 0 | 3 | -0.1
CC(=O)Nc1ccccc1S(=O)(=O)CC1CC1(Cl)Cl (configuration not stated) | . | -4 | -3 | -5 | 3 | 0 | -7 | 0.0
COc1ccc2c(N)c(C(=O)NN)[nH]c2c1 | 7 | . | -1 | -3 | -5 | 1 | . | 0.0
COc1ccc(O)c(/C=N/NC(=O)c2cccc(N3CCCC3=O)c2)c1 | 17 | 7 | 2 | 0 | 4 | 1 | 35 | 0.4
Cc1noc(C)c1S(=O)(=O)N(C)C[C@@H]1OCCCC[C@@H](C)Oc2ccc(NS(=O)(=O)c3ccc(F)cc3)cc2C(=O)N([C@H](C)CO)C[C@H]1C | 2 | 5 | . | -11 | . | . | . | 0.3
Cc1ccc(CNC(=O)C2CCN(S(=O)(=O)N3CCC(C)CC3)CC2)cc1 | . | -6 | -3 | 0 | 1 | 1 | 2 | 0.1
CC1(C)CC(=O)C=C(c2ccc(COC(=O)c3ccc(Br)cc3)cc2)C1=O | . | -1 | -1 | . | -5 | 0 | . | -0.1
CCOC(=O)c1ccc(NC(=S)N2CCN(CCNC3=CC(=O)CC(C)(C)C3)CC2)cc1 | . | -24 | -1 | . | -15 | 1 | . | 0.0
O=C(Cc1cccs1)NCc1cccc(Br)c1 | 13 | -7 | 1 | 1 | -2 | 0 | 0 | 0.0
COc1cccc(N2CCN(S(=O)(=O)c3ccc4c(c3)NC(=O)C(C)C(=O)N4)CC2)c1 (configuration not stated) | . | 9 | 3 | . | 3 | 1 | . | -0.1
COc1ccc(NC(=O)C2CCN(S(=O)(=O)c3cccc4cccnc34)CC2)cc1 | . | -4 | . | 0 | -1 | . | 0 | 0.2
COc1ccc(S(=O)(=O)NCC2CCC(C(=O)NCCCN3CCCC3=O)CC2)cc1 (configuration not stated) | 1 | 11 | -1 | -3 | 2 | -4 | 2 | 0.0
CC(C)(C)c1ccc(C(=O)Nc2sc3c(c2C(=O)O)CCC3)cc1 | 5 | 39 | 7 | . | -2 | 0 | -9 | 0.1
COc1ccc(CNC(=O)N2CCN(S(=O)(=O)c3ccccc3F)CC2)cc1 | . | 1 | -2 | 2 | 37 | 4 | -11 | 0.1
Cc1noc(C)c1S(=O)(=O)Nc1ccc2c(c1)CC(=O)N([C@H](C)CO)C[C@@H](C)[C@@H](CN(C)Cc1ccc(C(=O)O)cc1)O2 | 6 | 0 | -1 | 1 | -38 | 1 | -11 | 0.1
O=C(Cn1cnc2c(cnn2-c2ccccc2)c1=O)c1ccc(Cl)cc1 | -2 | -4 | . | 0 | -1 | . | 143* | 0.0
CN(C)C(=O)C[C@H]1C[C@@H]2c3cc(NC(=O)CC4CC4)ccc3O[C@@H]2[C@H](CO)O1 | -6 | -6 | 8 | 0 | 14 | -4 | -3 | -0.1
COc1ccc(OCc2nc3ccccc3n2C(C)C)cc1 | -19 | 11 | -1 | . | 2 | 8 | . | 0.0
COc1ccc(S(=O)(=O)Nc2ccc3c(c2)C(=O)N([C@@H](C)CO)C[C@H](C)[C@@H](CN(C)S(=O)(=O)c2c(C)noc2C)OCCCC[C@H](C)O3)cc1 | -14 | -4 | 4 | 1 | -2 | 2 | . | -0.1
O=C1CCCC1C(=O)Nc1ccc2ccccc2c1 (configuration not stated) | . | -17 | 0 | -1 | -1 | 1 | -1 | 0.0

Ordered by SMILES length (highest first): part of the list above
SMILES | PGC1a acetyl inh | LGR2 inh | SIRT5 block | Cneo AK release | S100A4 inh HTS | ERAP1 HTS inh | C2C12 statin | Xi reactivation
Cc1noc(C)c1S(=O)(=O)N(C)C[C@@H]1OCCCC[C@@H](C)Oc2ccc(NS(=O)(=O)c3ccc(F)cc3)cc2C(=O)N([C@H](C)CO)C[C@H]1C | 2 | 5 | . | -11 | . | . | . | 0.3
COc1ccc(NC(=O)C2CCN(S(=O)(=O)c3cccc4cccnc34)CC2)cc1 | . | -4 | . | 0 | -1 | . | 0 | 0.2
COc1ccc(CNC(=O)N2CCN(S(=O)(=O)c3ccccc3F)CC2)cc1 | . | 1 | -2 | 2 | 37 | 4 | -11 | 0.1
CC(=O)Nc1ccccc1S(=O)(=O)CC1CC1(Cl)Cl (configuration not stated) | . | -4 | -3 | -5 | 3 | 0 | -7 | 0.0
O=C(CC1NCCNC1=O)Nc1ccccc1 (configuration not stated) | . | -11 | -3 | . | -4 | 1 | . | 0.0

(next part)
SMILES | PGC1a acetyl inh | LGR2 inh | SIRT5 block | Cneo AK release | S100A4 inh HTS | ERAP1 HTS inh | C2C12 statin | Xi reactivation
Cn1c(-c2ccccc2)cnc1SCC(=O)NCc1ccco1 | . | 5 | 1 | -1 | 0 | -4 | 4 | .
C#CCNC(=O)C1=C[C@@H](c2ccc(Br)cc2)C[C@@H](OCCCCO)O1 | 6 | -1 | 2 | 6 | 1 | 6 | 10 | 0.1
Cc1cc(C)n(-c2ccc(NC(=O)C3CCCCN3Cc3cccc4c3OCO4)cc2)n1 (configuration not stated) | -4 | 23 | -1 | 5 | 5 | -1 | -6 | 0.5
CC(C)(C)NC(=O)CON=C1c2ccccc2-c2ccccc21 | . | 14 | 8 | 0 | -1 | 1 | . | 0.0
COc1ccccc1Cc1nc(-c2cccnc2)no1 | 14 | -12 | -4 | -3 | 2 | 2 | . | 0.1
CC(C)NC(=O)N1C[C@@H]2[C@H](c3ccccc31)[C@H](CO)N2C(=O)c1ccncc1 | -1 | -4 | 9 | 2 | 22 | -6 | 1 | 0.3
COc1ccc(C(=O)CN2CCN(S(=O)(=O)c3cccc([N+](=O)[O-])c3)CC2)cc1 | 6 | -3 | 1 | . | 5 | -2 | -6 | 0.3
Cc1ccc(NC(=O)CSc2nnc3c(n2)[nH]c2ccccc23)cc1 | . | 16 | -3 | -3 | -2 | -2 | 6 | 0.0
Cc1ccc(C(=O)Nc2cc(=O)n(C)c(=O)n2C)cc1C | -5 | 16 | 0 | -2 | 9 | 7 | 0 | 0.1
O=C(c1ccc(F)c(S(=O)(=O)N2CCOCC2)c1)N(CCc1ccccc1)Cc1ccccc1 | . | 24 | -2 | . | 12 | 2 | 6 | 0.3
CCOC1C(=O)NC(=O)N1Cc1ccccc1 (configuration not stated) | 8 | -5 | 4 | -1 | -7 | 1 | 8 | 0.0
CC1(C(=O)O)Oc2cccnc2NC1=O (configuration not stated) | -1 | -14 | -5 | . | 18 | -9 | . | 0.1
Cc1ccc(S(=O)(=O)Nc2ccc3c(c2)C(=O)N([C@@H](C)CO)C[C@@H](C)[C@@H](CN(C)C(=O)Nc2cccc4ccccc24)OCCCC[C@@H](C)O3)cc1 | -10 | 8 | 17* | 2 | 10 | 2 | . | 0.1
Cc1ccc2cc(C=O)c(Cl)nc2c1 | . | -10 | 0 | . | 3 | -4 | . | 0.4
Cc1ccc(S(=O)(=O)Nc2ccc3c(c2)C(=O)N([C@@H](C)CO)C[C@@H](C)[C@@H](CN(C)Cc2ccccc2)OCCCC[C@@H](C)O3)cc1 | -2 | 19 | . | 57 | . | . | . | -0.1
O=C(CCN1C(=O)/C(=C/c2ccccc2Cl)SC1=S)NC1C=CS(=O)(=O)C1 (configuration not stated) | 9 | 5 | -4 | 1 | -1 | -1 | 17 | 0.1
CCCC(=O)N1CC2(CN(C(=O)NC(C)C)C2)c2c(n(C)c3cc(OC)ccc23)[C@H]1CO | 8 | -7 | -2 | . | -2 | -1 | . | 0.0
CCOC(=O)C1(Cc2ccc(Cl)cc2)CCN(CCCn2cccn2)CC1 | -11 | -12 | -5 | 1 | -18 | 0 | -5 | 0.0
COc1ccccc1NC(=O)N[C@@H]1CC[C@H](CC(=O)N[C@@H](C)c2ccccc2)O[C@@H]1CO | 4 | 5 | 0 | 6 | 10 | 0 | 21 | 0.3
OC[C@H]1[C@@H](c2ccc(C#CC3(O)CCCC3)cc2)[C@H]2CN(Cc3cccnc3)CCCCN21 | 6 | -9 | -7 | -1 | -8 | -1 | . | 0.3
CC(C)CC#Cc1ccc2c(c1)O[C@@H](CN(C)C(=O)c1ccccc1)[C@H](C)CN([C@H](C)CO)S2(=O)=O | 8 | 7 | 11 | 0 | 5 | 1 | . | 0.6
Cc1ccc(-c2csc3nc(C(C)C)oc(=O)c23)c(C)c1 | -3 | 7 | 1 | 0 | -9 | -7 | 8 | 0.0
Cc1ccc(S(=O)(=O)c2cn(CC(=O)Nc3ccccc3)c3ccc(F)cc3c2=O)cc1 | 5 | 12 | . | -1 | -1 | . | 11 | 0.4
COc1cc(C)ccc1NC(=O)Cc1csc(NC(=O)Nc2ccccc2OC)n1 | -8 | 13 | 0 | 1 | 1 | 0 | 7 | 0.3
COc1ccccc1C(=O)NNC(=S)Nc1ccccc1 | 1 | -39 | 0 | . | -32 | 2 | . | 0.3
COc1ccc([N+](=O)[O-])cc1NC(=O)C(C)N(C)Cc1ccc(Br)cc1 (configuration not stated) | . | 0 | -3 | -1 | -2 | -2 | . | 0.1
O=C(NCc1cccnc1)c1cccc(NS(=O)(=O)c2ccc(Br)cc2)c1 | . | -3 | -2 | 0 | 3 | -1 | -88 | 0.0
